Compound activity as filed in PubChem BioAssay.
NCI-60 one-dose screen, 48 h, at 10 µM unless noted. Numbers give growth in % (100 = growth as untreated, 0 = no growth, -100 = all killed).
HT29 = HT29 colon cancer. actives 7.4% (n = 81,000). AID 1794748
HCT-116 = HCT-116 colon cancer. AID 1794798. actives 7.3% (n = 82,000)
HCC-2998 = HCC-2998 colon cancer; actives 4.7% (n = 79,000)
786-0 = 786-0 renal cancer cells; actives 5.1% (n = 81,000)
SW-620 = SW-620 colon cancer; actives 5.2% (n = 82,000)
UO-31 = UO-31 renal cancer | actives 5.2% (n = 81,000) | AID 1794768
TK-10 = TK-10 renal cancer cells | actives 3.9% (n = 81,000) | AID 1794769
SN12C = SN12C renal cancer cells | actives 3.8% (n = 81,000)
HCT-15 = HCT-15 colon cancer | actives 5.2% (n = 82,000)
An asterisk follows results filed as active; nt = not tested or not shown; & = joins results of further samples. How the source made its calls: active means growth percent below 10; inactive means the rest. Some of the compounds tested; the hit share may differ from the screen's.

| nr | Structure | TK-10 | HCT-15 | HT29 | UO-31 | 786-0 |
| --- | --- | --- | --- | --- | --- | --- |
| 1 | O=[N+]([O-])CC(O)C(Cl)(Cl)Cl (stereo unspecified) | 110 | 102 | 111 | 80 | 103 |
| 2 | COc1cccc(C2N3CCCN2CC3)c1 (stereo unspecified) | 105 | 118 | 106 | 83 | 106 |
| 3 | C(#CCN1CCCCC1)CN1CCCCC1 | 112 | 97 | 107 | 98 | 104 |
| 4 | CC1(C)N=C(N)N=C(N)N1c1ccc(CCNS(=O)(=O)c2cccc(S(=O)(=O)F)c2)cc1 | 105 | 103 | 95 | 81 | 112 |
| 5 | Cl[Se](Cl)(c1ccccc1)c1ccccc1 | 99 | 102 | 104 | 77 | 104 |
| 6 | O=[N+]([O-])c1cccc([As]=[As]c2cccc([N+](=O)[O-])c2)c1 (stereo unspecified) | -98* | -84* | -62* | -99* | -93* |
| 7 | CC(C)NC1C2CCC(CC2)C1(O)c1ccc(Cl)c(Cl)c1 (stereo unspecified) | 81 | 103 | 78 | 66 | 104 |
| 8 | O=S1(=O)CC2(N3CCOCC3)CCCCC21 (stereo unspecified) | 97 | 99&100 | 103&105 | 89&80 | 94&98 |
| 9 | N#CCc1ccc(Cl)cc1 | 95 | 106 | 85 | 81 | 97 |
| 10 | CCOC(=O)CCC(NC(=O)C(Cc1ccc(N(CCCl)CCCl)cc1)NC=O)C(=O)OCC (stereo unspecified) | 111 | 36 | 62 | nt | -41* |
| 11 | Cc1c2oc3c(C)ccc(C(=O)N[C@@H]4C(=O)N[C@H](C(C)C)C(=O)N5CCC[C@H]5C(=O)N(C)CC(=O)N(C)[C@@H](C(C)C)C(=O)OC4C)c3nc-2c(C(=O)N[C@@H]2C(=O)N[C@H](C(C)C)C(=O)N3CC(=O)C[C@H]3C(=O)N(C)CC(=O)N(C)[C@@H](C(C)C)C(=O)OC2C)c(N)c1=O (stereo partly specified) | 5.8* | 3.7* | 1.1* | 3.7* | 19 |
| 12 | Clc1cc(N2CC2)nc(N2CC2)n1 | 104 | 73 | 80 | 75 | 76 |
| 13 | CN(N=O)C(=O)C(=O)N(C)N=O | 105 | 94 | 114 | 81 | 97 |
| 14 | CC(=O)C1CCC2C3CC=C4CC(OC(=O)Cc5ccc(N(CCCl)CCCl)cc5)CCC4(C)C3CCC12C (stereo unspecified) | 113 | 99 | 83 | 109 | nt |
| 15 | CNC(=O)O/N=C/C(C)(C)SC | 101 | 108 | 93 | 97 | 99 |

| nr | HCT-116 | HCC-2998 | SW-620 | SN12C |
| --- | --- | --- | --- | --- |
| 1 | 102 | 106 | 96 | 106 |
| 2 | 105 | 104 | 104 | 93 |
| 3 | 102 | 103 | 106 | 97 |
| 4 | 104 | 112 | 109 | 101 |
| 5 | 97 | 101 | 90 | 107 |
| 6 | -89* | -91* | -69* | -96* |
| 7 | 100 | nt | 110 | 104 |
| 8 | 92&105 | 90 | 108&104 | 101&103 |
| 9 | 87 | 101 | 105 | 102 |
| 10 | 62 | 47 | 52 | 3.3* |
| 11 | 22 | -20* | 6.9* | 6.6* |
| 12 | 65 | 78 | 62 | 48 |
| 13 | 93 | 112 | 100 | 97 |
| 14 | 94 | 94 | 101 | 97 |
| 15 | 111 | nt | 106 | 107 |

| nr | Structure | TK-10 | HCT-15 | HT29 | UO-31 | 786-0 |
| --- | --- | --- | --- | --- | --- | --- |
| 16 | O=C(Nc1ccc(S(=O)(=O)F)c(Cl)c1)Oc1ccccc1 | 109 | 100 | 106 | 82 | 97 |
| 17 | O=C(O)c1ccc2c3c(n[se]c13)-c1ccccc1C2=O | 120 | 100 | 114 | 91 | 103 |
| 18 | COC1CC2C=C(C)/C=C/C=C/C(=O)NC(c3ccccc3)C/C=C/CCC(O)CC(=O)C2=C1O (stereo unspecified) | -60* | -85* | -84* | -96* | -94* |
| 19 | NCCc1cc(O)c(O)c(O)c1 | 114 | 102 | 110 | 90 | 105 |
| 20 | O=C(O)c1cc([N+](=O)[O-])cc([N+](=O)[O-])c1 | 97 | 109 | 97 | 92 | 98 |
| 21 | COc1ccc2c(c1)C1OCCNC1CC2 (stereo unspecified) | 106 | 109 | 103 | 89 | 106 |
| 22 | O=C1CCC2(O)[C@@H]3Cc4ccc(O)c5c4[C@]2(CCN3Cc2ccoc2)C1O5 (stereo partly specified) | 102 | 100 | 102 | 79 | 103 |
| 23 | CCOP(=O)(OCC)c1nc(-c2ccccc2)oc1N(C)CCBr | 112 | 101 | 110 | 72 | 100 |
| 24 | COC1=C(N2CC2)C(=O)c2ccccc2C1=O | 116 | 101 | 110 | 93 | 98 |
| 25 | O=C1NC(=S)NC(=O)C1=Cc1ccc(F)cc1 | 118 | 111 | 111 | 85 | 98 |
| 26 | Oc1ccccc1C=NCCN=Cc1ccccc1O.[Fe] | 115 | 101 | 72 | 72 | 102 |
| 27 | CCNc1nc2c(s1)C1=CC[C@@H]3[C@H](CC[C@]4(C)C(=O)CC[C@@H]34)[C@@]1(C)CC2 | 119 | 100 | 106 | 91 | 110 |
| 28 | O=C1NC(=O)C(=Cc2ccc(OCC(=O)N3CCOCC3)cc2)C(=O)N1 | 106 | 100 | 113 | 87 | 103 |
| 29 | CCC(C)[C@H]1O[C@]2(C=C[C@@H]1C)C[C@@H]1C[C@@H](C/C=C(\C)[C@@H](OC3C[C@H](OC)C(O[C@H]4C[C@H](OC)[C@@H](O)[C@H](C)O4)[C@H](C)O3)[C@@H](C)/C=C/C=C3\CO[C@@H]4[C@H](O)C(C)=C[C@@H](C(=O)O1)[C@]34O)O2 (stereo partly specified) | 14 | -20* | -64* | 10 | 0.3* |
| 30 | COc1ccc(-n2c(=S)[nH]c3ccccc3c2=O)cc1 | 113 | 99 | 101 | 78 | 103 |

| nr | HCT-116 | HCC-2998 | SW-620 | SN12C |
| --- | --- | --- | --- | --- |
| 16 | 94 | 121 | 108 | 105 |
| 17 | 100 | 97 | 99 | 102 |
| 18 | -97* | -53* | -76* | -85* |
| 19 | 100 | 102 | 105 | 105 |
| 20 | 85 | 107 | 105 | 97 |
| 21 | 108 | 106 | 103 | 109 |
| 22 | 88 | 104 | 102 | 98 |
| 23 | 103 | 110 | 106 | 98 |
| 24 | 89 | 109 | 100 | 102 |
| 25 | 103 | 122 | nt | 100 |
| 26 | 77 | 111 | 66 | 52 |
| 27 | 98 | 114 | 111 | 100 |
| 28 | 103 | 104 | 102 | 107 |
| 29 | -81* | -49* | -72* | 1.8* |
| 30 | 101 | 97 | 98 | 101 |

Shown with bars between the fields: 2 of the compounds above.
nr | SMILES | TK-10 | HCT-15 | HT29 | UO-31 | 786-0 | HCT-116 | HCC-2998 | SW-620 | SN12C
17 | O=C(O)c1ccc2c3c(n[se]c13)-c1ccccc1C2=O | 120 | 100 | 114 | 91 | 103 | 100 | 97 | 99 | 102
18 | COC1CC2C=C(C)/C=C/C=C/C(=O)NC(c3ccccc3)C/C=C/CCC(O)CC(=O)C2=C1O (stereo unspecified) | -60* | -85* | -84* | -96* | -94* | -97* | -53* | -76* | -85*

Later entries.
| nr | Structure | TK-10 | HCT-15 | HT29 | UO-31 | 786-0 |
| --- | --- | --- | --- | --- | --- | --- |
| 31 | Cc1ncc(CNC(=O)N(CCCl)N=O)c(N)n1 | 105 | 103 | 103 | 83 | 101 |
| 32 | Cc1cc(Br)cc(Br)c1 | 113 | 106 | 103 | 96 | 106 |
| 33 | NC(=O)C(c1ccc(Cl)cc1)c1ccc(N(CCCl)CCCl)cc1 (stereo unspecified) | 100 | 74 | 71 | 51 | 73 |
| 34 | Cc1cc(C)c(C)c(C(O)(C(=O)O)c2ccccc2)c1C (stereo unspecified) | 87 | 105 | 108 | 93 | 97 |
| 35 | ClCCN(CCCl)Cc1ccc(Nc2ccnc3cc(Cl)ccc23)cc1 | 60 | 48 | 10 | 35 | 8.8* |
| 36 | O=C1NC(=O)C(O)(c2c[nH]c3ccccc23)C(=O)N1 | 99 | 96 | 106 | 88 | 108 |
| 37 | C[C@]12CC=CC[C@@H]1CC[C@@H]1[C@@H]2CC[C@@]2(C)[C@H]1CC[C@]2(C)O | 119 | 101 | 102 | 88 | 98 |
| 38 | C[C@]12CCC(=O)C=C1CCC1C2CC[C@@]2(C)C1CC[C@@H]2O (stereo partly specified) | 82 | 109 | 99 | 89 | 99 |
| 39 | O=[N+]([O-])c1cccc(NP(=O)(N2CC2)N2CC2)c1 | 100 | 106 | 96 | 101 | 109 |
| 40 | COc1cc(OC)c(S(=O)(=O)N(CCCl)CCCl)cc1C(=O)/C=C/c1ccccc1 | 134 | 83 | 111 | 104 | 104 |
| 41 | COc1cc(N(CCCl)CCCl)c(OC)cc1/C=N\Nc1nncn1N | 114 | 101 | 105 | 86 | 107 |
| 42 | C[C@]12C=CC(=O)C=C1CC[C@@H]1[C@@H]2C(=O)C[C@]2(C)C(=O)CC[C@@H]12 | 105 | nt | 110 | 78 | 102 |
| 43 | O=P(Oc1ccccc1)(Oc1ccccc1)Oc1ccccc1 | 111 | 118 | 105 | 92 | 106 |
| 44 | O=C1C2(Cl)C3(Cl)C4(Cl)C(Cl)(Cl)C5(Cl)[C@]3(Cl)C1(Cl)[C@]5(Cl)C24Cl (stereo partly specified) | 105 | 71 | 70 | 86 | 81 |
| 45 | NC(=O)Cc1c(OC(=O)NCCCCN=C(N)N)cc(Br)c(O)c1Br | 100 | 108 | 112 | 92 | 104 |

| nr | HCT-116 | HCC-2998 | SW-620 | SN12C |
| --- | --- | --- | --- | --- |
| 31 | 101 | 101 | 90 | 101 |
| 32 | 99 | 109 | 100 | 97 |
| 33 | 67 | 83 | 68 | 60 |
| 34 | 112 | 107 | 94 | 102 |
| 35 | 37 | 71 | 34 | 19 |
| 36 | 102 | 100 | 96 | 94 |
| 37 | 100 | 98 | 109 | 97 |
| 38 | 103 | 100 | 107 | 88 |
| 39 | 101 | 99 | 104 | 102 |
| 40 | 94 | 109 | 113 | 93 |
| 41 | 104 | 102 | 89 | 105 |
| 42 | 95 | 105 | 112 | 96 |
| 43 | 108 | 106 | 97 | 104 |
| 44 | 79 | 90 | 98 | 94 |
| 45 | 100 | 112 | 111 | 104 |

One compound at a time, from the list above:
NC(=O)C(c1ccc(Cl)cc1)c1ccc(N(CCCl)CCCl)cc1 (stereo unspecified) across the screens: TK-10 = 100; HCT-15 = 74; HT29 = 71; UO-31 = 51; 786-0 = 73; HCT-116 = 67; HCC-2998 = 83; SW-620 = 68; SN12C = 60
Cc1ncc(CNC(=O)N(CCCl)N=O)c(N)n1 across the screens: TK-10 = 105; HCT-15 = 103; HT29 = 103; UO-31 = 83; 786-0 = 101; HCT-116 = 101; HCC-2998 = 101; SW-620 = 90; SN12C = 101

Rewritten with tabs: 3 of the compounds above.
cpd	mol	TK-10	HCT-15	HT29	UO-31	786-0	HCT-116	HCC-2998	SW-620	SN12C
39	O=[N+]([O-])c1cccc(NP(=O)(N2CC2)N2CC2)c1	100	106	96	101	109	101	99	104	102
41	COc1cc(N(CCCl)CCCl)c(OC)cc1/C=N\Nc1nncn1N	114	101	105	86	107	104	102	89	105
40	COc1cc(OC)c(S(=O)(=O)N(CCCl)CCCl)cc1C(=O)/C=C/c1ccccc1	134	83	111	104	104	94	109	113	93

The results go on:
| nr | Structure | TK-10 | HCT-15 | HT29 | UO-31 | 786-0 |
| --- | --- | --- | --- | --- | --- | --- |
| 46 | O=C/C=C/c1ccccc1 | 126 | 98 | 100 | 101 | 99 |
| 47 | CNCCc1cc2c(cc1C=O)OCO2 | 113 | 100 | 112 | 85 | 100 |
| 48 | CCOC(=O)NC(C1=NCCS1)P(=O)(OCC)OCC (stereo unspecified) | 100 | 105 | 101 | 74 | 105 |
| 49 | Cc1ccc(S(=O)(=O)SC(Cl)(Cl)Cl)cc1 | 107 | 106 | 101 | 74 | 102 |
| 50 | O=S(OO)c1cc(Cl)c(O)c(Cl)c1 (stereo unspecified) | 100 | 99 | 113 | 84 | 97 |
| 51 | Cc1cc(Cl)ccc1OC(C)C(=O)O (stereo unspecified) | 105 | 100 | 98 | 85 | 113 |
| 52 | C=CCc1cc(-c2cc(CC=C)c(O)c(CNCCCl)c2)cc(CNCCCl)c1O | 116 | 102 | 101 | 64 | 113 |
| 53 | CCN1CC2(CN(CC)C1=O)C(=O)NC(=S)NC2=O | 107 | 99 | 96 | 95 | 96 |
| 54 | O=C(OCCc1ccccc1)C(Cl)(Cl)Cl | 102 | 99 | 103 | 94 | 95 |
| 55 | Fc1ccccc1N=C=S | 104 | 93 | 92 | 72 | 98 |
| 56 | COC(=O)[C@@H](C)C[C@H](Cc1ccccc1)NC(=O)c1csc([C@@H](C[C@H](C(C)C)N(C)C(=O)[C@@H](NC(=O)CN(C)C)C2CC2)OC(C)=O)n1 | 46 | 15 | -24* | 42 | 21 |

| nr | HCT-116 | HCC-2998 | SW-620 | SN12C |
| --- | --- | --- | --- | --- |
| 46 | 108 | 99 | 105 | 102 |
| 47 | 96 | 103 | 99 | 100 |
| 48 | 110 | 109 | 105 | 96 |
| 49 | 111 | 112 | 101 | 106 |
| 50 | 105 | 95 | 98 | 101 |
| 51 | 106 | 96 | 106 | 107 |
| 52 | 99 | 106 | 103 | 94 |
| 53 | 93 | 105 | 112 | 102 |
| 54 | 94 | 92 | 105 | 104 |
| 55 | 101 | 96 | 96 | 92 |
| 56 | 3.8* | 16 | 36 | 47 |

In the list so far, these contain two or more sulfur atoms.
| nr | Structure | TK-10 | HCT-15 | HT29 | UO-31 | 786-0 |
| --- | --- | --- | --- | --- | --- | --- |
| 4 | CC1(C)N=C(N)N=C(N)N1c1ccc(CCNS(=O)(=O)c2cccc(S(=O)(=O)F)c2)cc1 | 105 | 103 | 95 | 81 | 112 |
| 49 | Cc1ccc(S(=O)(=O)SC(Cl)(Cl)Cl)cc1 | 107 | 106 | 101 | 74 | 102 |

| nr | HCT-116 | HCC-2998 | SW-620 | SN12C |
| --- | --- | --- | --- | --- |
| 4 | 104 | 112 | 109 | 101 |
| 49 | 111 | 112 | 101 | 106 |
